Screening data as filed in PubChem.
VEEV TC-83 Vero – inhibitors of VEEV TC-83 cytopathic effect, confirmation, Vero cells (AID 588727). Vero cells, VEEV TC-83 cytopathic effect inhibition; higher % means a stronger effect. inhibition, % at 20 µM; hits with a dose series show IC50 in µM. 350,000 compounds, 0.13% hits; in the data active means a potency from the dose series; inconclusive means inhibition mostly from about 14% at the one dose, without a potency; inactive means the rest, 99 in 100 with inhibition below about 12%; further: strong numbers were not always called active
tuberculosis growth – growth inhibition of non-replicating M. tuberculosis (AID 488890) | 320,000 compounds, 0.39% hits | Mycobacterium tuberculosis non-replicating, growth inhibition; higher % means a stronger effect | inhibition, % at 25 µM; hits with a dose series show IC50 in µM; in the data active means a potency from the dose series; inconclusive means inhibition mostly from about 82% at the one dose, without a potency; inactive means the rest, 99 in 100 with inhibition below about 76%;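 further: plate controls were DMSO cells for no effect and high antibiotic wells for full effect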
influenza NS1A – H1N1 influenza NS1A inhibitors, functional cell based assay (AID 504329); NS1A functional cell-based assay, percent inhibition; higher % means a stronger effect; 340,000 compounds, 0.3% hits; inhibition, % at 12.5 µM; hits with a dose series show IC50 in µM; in the data active means a potency from the dose series; inconclusive means inhibition above about 27% without an active follow-up result; further: strong numbers were not always called active
H37Rv inhibition – M. tuberculosis growth inhibition, HTS (AID 449762). M. tuberculosis H37Rv growth inhibition, 7H9 media; higher % means a stronger effect. 330,000 compounds, 0.59% hits. inhibition, % at 25 µM, or IC50 in µM where a hit was titrated; in the data active means a potency from the dose series; inconclusive means inhibition above about 70% without an active follow-up result;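 further: bacterial growth assessed after seven days of incubation; strong numbers were not always called active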
PhoP GFP inhibition – PhoP regulon inhibitors, Salmonella typhi PhoP promoter GFP reporter, confirmatory (AID 1850); one-dose inhibition, % at 50 µM; IC50 in µM for titrated hits; Salmonella Typhi PhoP-promoter GFP reporter, fluorescence, 4 h; higher % means a stronger effect; 310,000 compounds, 0.33% hits; in the data active means a potency from the dose series; inconclusive means inhibition mostly from about 25% at the one dose, without a potency; inactive means the rest, 99 in 100 with inhibition below about 19%;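 further: 0% = induced wells with vehicle and 100% = uninduced wells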
VEEV TC-83 Vero 10K pilot screen – also measured in VEEV TC-83 Vero; calls as there; inhibition, %; measured here: 10K pilot screen inhibition
Active calls of the source: *; i = inactive; ? = inconclusive; . = no result given. Outcome played no part in choosing rows. About 1.6% of those tested had a hit in this group.

SMILES	VEEV TC-83 Vero	tuberculosis growth	influenza NS1A	H37Rv inhibition	PhoP GFP inhibition	others
Cc1cccc(NC(=O)N2CCCCCC2)c1C	i	4%	7%	2%	-2%
O=P(c1ccccc1)(c1ccccc1)c1ccc(O)cc1	i	-3%	1%	-2%	2%
CCOc1ccccc1OCCCC(=O)N1CCN(S(=O)(=O)c2ccc(Cl)cc2)CC1	6.8%	.	-4%	.	.
C(=NOCc1ccccc1)c1ccncc1	1.8%	.	-10%	.	.
O=C(COc1ccccc1Cl)NNC(=O)C1CCCO1 (stereo unspecified)	4.4%	-10%	-2%	-11%	4%
CC(=O)c1ccc(S(=O)(=O)NCCC(=O)NC2CCN(Cc3ccccc3)CC2)cc1	i	11%	-11%	-2%	.
N#Cc1cccc(NC(=O)Cn2cnc(S(=O)(=O)N3CCCCC3)c2)c1	2.8%	-8%	-4%	9%	12%
O=C(CCS(=O)(=O)c1ccccc1)Nc1nc(-c2ccccn2)cs1	?	i	16µM*	?	0%
COCCCn1c(C)nnc1SCC(=O)NNC(=O)COc1ccc(Cl)cc1	1.8%	1%	8%	2%	-4%
Cc1nnc2ccc(-c3cccc(NC(=O)c4ccc(Cl)nc4)c3)nn12	5.8%	1%	15%	-4%	16%
CC1(C)C(C#N)=C(N)OC2=C1C(=O)CCC2	i	-7%	-2%	-1%	16%
Cc1ccnc(NS(=O)(=O)c2ccc(NC(=O)CCOc3ccccc3)cc2)n1	i	13%	-2%	-2%	-9%
COc1cc(C=NNC(=O)c2ccccc2NS(=O)(=O)c2cccs2)cc(OC)c1O	1.0%	35%	-16%	7%	.
Cc1ccc(C(=O)NCCC(=O)N2CCCC2)cc1	i	10%	9%	0%	-4%
COc1ccc(CNCCC(c2ccccc2)C2CCOC(C)(C)C2)cc1 (stereo unspecified)	0.5%	27%	-2%	-3%	16%
Cc1cc(=O)[nH]c2sc(C(=O)N3c4ccccc4CC3C)c(N)c12 (stereo unspecified)	1.1%	16%	1%	-2%	.
CN(C)c1ccc(/C=C(/NC(=O)c2ccccc2)C(=O)NCCCn2ccnc2)cc1	1.6%	?	6%	64%	-44%
CC(NC(=O)Cn1cc(C(F)(F)F)ccc1=O)c1ccc(F)cc1 (stereo unspecified)	1.4%	-2%	-6%	-5%	5%
Cc1cc(C)cc(OCC(=O)O/N=C(\N)c2ccccc2Cl)c1	2.2%	13%	-32%	6%	-1%
CCOc1ccccc1N1CCN(C(=O)c2cc(S(=O)(=O)N3CCCCC3)ccc2C)CC1	9.2%	19%	-7%	-8%	.
O=c1[nH]c(-[n+]2ccccc2)c(/C=N/N=C(\[O-])c2ccccc2)s1	0.3%	-3%	-7%	4%	-2%
CNc1c(NS(=O)(=O)c2ccc(C(C)(C)C)cc2)c(=O)oc2ccccc12	0.2%	-11%	-10%	6%	0%
Cc1n[nH]c(C)c1CCN(C)C(=O)C1CCC(=O)N(CC2CCCCC2)C1 (stereo unspecified)	1.1%	-17%	-11%	4%	15%
C/C(=N/NC(=O)COc1ccc(C(C)(C)C)cc1)c1ccc(N2CCOCC2)cc1	2.0%	.	-6%	.	.
COC(=O)C(C)N(C#N)c1nc(NC(C)C)nc(SC)n1 (stereo unspecified)	1.4%	52%	5%	52%	8%
SMILES	VEEV TC-83 Vero	tuberculosis growth	influenza NS1A	H37Rv inhibition	PhoP GFP inhibition	others
CCOc1cc(S(=O)(=O)NCCc2ccccc2C)c(OCC)cc1-n1cnnn1	0.1%	17%	-8%	1%	-6%
COc1cc(/C=N/N2CCCCC2)cc(OC)c1O	0.4%	0%	4%	6%	19%
Cc1ccccc1N(CC(=O)NCCSc1ccccn1)S(=O)(=O)c1ccccc1	0.8%	25%	-3%	-7%	6%
Cc1ccc2c(Cl)c(C(=O)Nc3cccnc3)sc2c1	0.8%	68%	-11%	6%	2%
COc1ccc(/C=N/NC(=O)c2cc(-c3ccccc3)nc3ccccc23)cc1O	1.6%	10%	2%	8%	4%
Cc1ccc(S(=O)(=O)N2CCN(C(=O)COC(=O)CCCOc3ccccc3)CC2)c(C)c1	i	40%	-3%	9%	.
CC1CCc2c(C(=O)OCC(=O)Nc3cccc(S(=O)(=O)N4CCCCCC4)c3)csc2C1 (stereo unspecified)	1.2%	-4%	-3%	7%	1%
COc1ccc(C2C(C#N)=C(N)N(c3sc4c(c3C#N)CCCC4)C3=C2C(=O)CC(C)(C)C3)cc1OC (stereo unspecified)	3.5%	66%	14%	?	-2%
COC(=O)/C=c1/s/c(=C(/C#N)C(=O)N2CCOCC2)n(-c2ccccc2)c1=O	0.9%	2%	6%	5%	-5%
Fc1ccc(CNc2nc3ccccc3n3cnnc23)cc1	0.2%	.	0%	-1%	-1%
CC(=O)N1CCN(C(=O)COc2ccc(N(C)S(=O)(=O)c3cccs3)cc2)CC1	0.4%	9%	-6%	-4%	-1%
CCCCCCC1CC(CSC(=N)N)OC1=O (stereo unspecified)	0.9%	?	3%	11%	4%
CCC1(CC)NC(=O)N(CC(=O)OCC(=O)Nc2ccc(F)c(F)c2F)C1=O	0.8%	-15%	8%	-5%	5%
Nc1nc(CC(=O)CSc2ccc(Cl)cc2)nc(Nc2ccc(F)cc2)n1	.	-14%	.	6%	3%
O=C(COC(=O)CNC(=O)c1ccccc1)Nc1cccc(Br)c1	0.5%	-10%	14%	-4%	-7%
COC(=O)C1=C(c2ccc(Cl)c(C(F)(F)F)c2)C[C@@H]2CC[C@H]1N2C(=O)NC1CC1	1.0%	36%	-2%	0%	.
C/C(N)=C(/C#N)C(=O)COC(=O)c1cc2c(s1)CCC(C)C2 (stereo unspecified)	2.0%	43%	5%	?	6%
NC(=O)c1sc(=S)n(-c2ccc(Br)cc2)c1N	1.5%	.	1%	-2%	4%
CCC1(C)OC(=O)N2CCc3c(C)[nH]c4c(C)ccc(c34)C21C (stereo unspecified)	4.1%	4%	8%	-6%	-6%	VEEV TC-83 Vero 10K pilot screen=0.9
COc1ccc(NS(=O)(=O)c2cccc(-c3nnc(-c4ccccc4)o3)c2)cc1	7.5%	21%	-7%	6%	0%
CS(=O)(=O)N(CC(=O)Nc1ccccc1C(=O)N1CCOCC1)c1ccccc1	0.3%	-15%	5%	-14%	19%
CCOC(=O)N1CCC(N2CC34C=CC(O3)C(C(=O)Nc3ccc(C(C)C)cc3)C4C2=O)CC1 (stereo unspecified)	0.1%	22%	9%	-5%	-12%
Nc1nc(SCC(=O)N2CCc3ccccc3C2)[nH]c(=O)c1-c1ccccc1	0.4%	44%	2%	11%	-4%
Cc1ccc2[nH]c3c(=O)n(CC(=O)NCc4ccco4)ncc3c2c1	0.6%	-9%	-2%	-5%	3%
Cn1ccsc1=NC(=O)c1ccc(=O)[nH]c1	1.0%	-11%	0%	-1%	-9%

Fetched by compound from the list above, 2 records:
SMILES	VEEV TC-83 Vero	tuberculosis growth	influenza NS1A	H37Rv inhibition	PhoP GFP inhibition	others
COC(=O)/C=c1/s/c(=C(/C#N)C(=O)N2CCOCC2)n(-c2ccccc2)c1=O	0.9%	2%	6%	5%	-5%
Cc1ccc2c(Cl)c(C(=O)Nc3cccnc3)sc2c1	0.8%	68%	-11%	6%	2%

Carrying on:
SMILES	VEEV TC-83 Vero	tuberculosis growth	influenza NS1A	H37Rv inhibition	PhoP GFP inhibition	others
CS(=O)(=O)Nc1ccc(C2=NN(S(=O)(=O)c3ccccc3)C(c3cccs3)C2)cc1 (stereo unspecified)	5.8%	11%	12%	2%	3%
COc1cc(CC(=O)OCC(=O)NC2CCCCCC2)cc(OC)c1OC	1.6%	41%	3%	-3%	.
COP(=S)(OC)SCn1nnc2ccccc2c1=O	2.2%	.	0%	.	.
COc1ccc(C(=O)c2ccccc2)cc1	i	71%	-8%	7%	-4%
COc1cccc(C2(O)CCN(Cc3ccncc3)CC2)c1	0.3%	-19%	-4%	1%	-9%
Cc1ccccc1CNC(=O)CCc1ccccc1	1.2%	63%	.	13%	-13%
O=C1CCCN1S(=O)(=O)c1ccc(F)cc1	5.5%	-7%	1%	-25%	-3%
CC(NC(=O)c1ccco1)C(=O)N1CC=C(c2ccccc2)CC1 (stereo unspecified)	0.1%	7%	-4%	6%	.
COc1ccccc1/C=N/N(C(C)=O)c1nc(-c2ccc(F)cc2)cs1	2.6%	9%	13%	51%	-6%
COc1cc(C(=O)N/N=C/c2sc(=O)n(-c3ccccc3)c2Cl)cc(OC)c1OC	9.2%	16%	-8%	4%	-2%
COC(=O)c1ccc(COc2nc(C)cc(C)c2C#N)o1	i	12%	1%	-4%	-6%
CCCCC(CC(O)COCCC)c1n[nH]c(=S)n1-c1ccccc1 (stereo unspecified)	0.9%	-6%	-2%	8%	-14%
O=C(CN1CCN(C(=O)C2CCN(C(=O)/C=C/c3ccccc3)CC2)CC1)Nc1ccccc1Cl	9.8%	.	6%	.	.
CCN(CC)S(=O)(=O)c1ccc(OC)c(NC(=O)c2cccc([N+](=O)[O-])c2C)c1	4.9%	2%	9%	.	-6%
O=C(Nc1ccc(-c2csc(Nc3cccc(C(F)(F)F)c3)n2)cc1)c1cccc(C(F)(F)F)c1	6.3%	4%	0%	?	2%
CCC1(C)Cc2c(sc3c2c(=O)n(-c2ccccc2)c(=O)n3C)CO1 (stereo unspecified)	2.1%	0%	-35%	-9%	-6%
CC[C@@]12C(=O)N(c3ccccc3)C(=O)N1[C@H](c1ccc(Br)cc1)[C@@H]1C(=O)N(C(C)(C)C)C(=O)[C@@H]12	0.7%	32%	11%	7%	-7%
CCCN(CC(=O)Nc1ccc(F)c(F)c1F)C(=O)c1cc(S(=O)(=O)N(C)C)ccc1N1CCCC1	7.1%	.	-11%	.	.

Of the compounds above, these contain a thiophene ring, fused or not.
SMILES	VEEV TC-83 Vero	tuberculosis growth	influenza NS1A	H37Rv inhibition	PhoP GFP inhibition	others
COc1cc(C=NNC(=O)c2ccccc2NS(=O)(=O)c2cccs2)cc(OC)c1O	1.0%	35%	-16%	7%	.
Cc1cc(=O)[nH]c2sc(C(=O)N3c4ccccc4CC3C)c(N)c12 (stereo unspecified)	1.1%	16%	1%	-2%	.
Cc1ccc2c(Cl)c(C(=O)Nc3cccnc3)sc2c1	0.8%	68%	-11%	6%	2%
CC1CCc2c(C(=O)OCC(=O)Nc3cccc(S(=O)(=O)N4CCCCCC4)c3)csc2C1 (stereo unspecified)	1.2%	-4%	-3%	7%	1%
COc1ccc(C2C(C#N)=C(N)N(c3sc4c(c3C#N)CCCC4)C3=C2C(=O)CC(C)(C)C3)cc1OC (stereo unspecified)	3.5%	66%	14%	?	-2%
CC(=O)N1CCN(C(=O)COc2ccc(N(C)S(=O)(=O)c3cccs3)cc2)CC1	0.4%	9%	-6%	-4%	-1%
C/C(N)=C(/C#N)C(=O)COC(=O)c1cc2c(s1)CCC(C)C2 (stereo unspecified)	2.0%	43%	5%	?	6%
CS(=O)(=O)Nc1ccc(C2=NN(S(=O)(=O)c3ccccc3)C(c3cccs3)C2)cc1 (stereo unspecified)	5.8%	11%	12%	2%	3%
CCC1(C)Cc2c(sc3c2c(=O)n(-c2ccccc2)c(=O)n3C)CO1 (stereo unspecified)	2.1%	0%	-35%	-9%	-6%
